WT yeast gro inh – growth inhibition of WT yeast, mitochondrial fusion screen. mitochondrial fusion phenotypic screen, WT strain. inhibition, % at 10 µM. 190,000 tested, 2.1% active; in the data active = inhibition above about 58%; tested in S. cerevisiae
MT stabilize HCS – microtubule stabilization, imaging screen | HeLa tubulin immunostaining HCS, 24 h; share of cells brighter than vehicle mean+2SD | % tubulin-high responders, % at 10 µM | 200,000 tested, 0.83% active;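 active = plate Z-score above 3 for both tubulin-high and condensed-nucleus cell shares, with cell loss under 80%, at 10 µM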;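 note: anti alpha tubulin signal scored within the nucleus-defined area of each cell; some results filed as inactive read as strong as hits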
AID2073 – disruptors of CaV2.2 binding to Mint1 – biochemical, HTRF (AID 2073); HTRF protein-protein interaction, Mint1-CaV2.2; higher % means a stronger effect; inhibition, % at 20 µM; hits with a dose series show IC50 in µM; 290,000 tested, 0.19% active; in the data active = inhibition mostly above about 51%, no sharp cut-off; note: some results filed as inactive read as strong as hits
Autophagy mod – autophagy modulation, high-content screen; MEF GFP-LC3 puncta imaging; test concentration mostly 10 µM; calls only at 10 µM (by protocol); 190,000 tested, 0.98% active; AID 463193;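 active = percentage of spot-positive cells more than 3 SD above its plate mean, without a fluorescence outlier flag or 80% toxicity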;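 note: spot-positive cell cutoff set from DMSO-treated cells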
Yfh1-depleted yeast – enhancers of respiration in Yfh1-depleted yeast, dose response, Friedreich's ataxia, plus single-dose screen (AID 1465); S. cerevisiae Yfh1-off respiration, WST-1 reduction, 72 h; higher fold induction means a stronger effect; fold induction at 50 µM, or EC50 in µM where a hit was titrated; 220,000 tested, 0.074% active;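 active = fold induction of absorbance versus untreated yeast above a set limit, then at least 30% activation at any dose in follow-up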;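 note: activators that raise dye reduction in frataxin-depleted yeast; strong numbers were not always called active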
HIV fusion peptide – inhibitors of HIV fusion peptide binding, primary screen, biochemical, uHTS, fluorescence dequenching (AID 1986); cell-free peptide binding, fluorescence dequenching, 30 min; higher % means a stronger effect; inhibition, % at 20 µM, or IC50 in µM where a hit was titrated; 290,000 tested, 0.3% active; in the data active = inhibition mostly above about 52%, no sharp cut-off; inactive = mostly below about 76%; note: some results filed as inactive read as strong as hits
Dynein cargo inh – blocks dynein driven cargo transport along microtubules; 3617.4 mouse cells, GR-EGFP nuclear translocation imaging; test concentration mostly 20 µM; stimulated with dexamethasone, 1 µM; hits give low values; z-score, hits read low; 220,000 tested, 0.47% active;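 active = plate z-score of nuclear minus cytoplasmic receptor signal below a set negative limit, without overly bright fluorescence or cell loss, cut at about -3.5 in these data, passing the limit was not always enough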;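 note: z-score of nuclear minus cytoplasmic ring GR-EGFP intensity difference per well; some compounds called inactive have numbers as strong as hits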
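Schedule: 48 h induction, then 1 h compound, then 30 min agonist, 37 °C. Buffer or medium: tetracycline-free induction medium containing charcoal-stripped FBS. Reagent: 1.0 µM final dexamethasone stimulus. Evaluation: nuclear versus cytoplasmic GR-EGFP signal, averaged per well. Signal: high-content fluorescence imaging after fixation.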
b-catenin transl – modulators of beta-catenin nuclear translocation; HeLa beta-catenin nuclear translocation, immunofluorescence imaging; 190,000 tested, 0.3% active; nuclear translocation activity, % at 5 µM;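 active = nuclear translocation activity above 50% at 5 µM, with a well cell count of 50 or more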;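 note: per-cell ratio of nuclear to cytoplasmic median beta-catenin stain intensity; plate controls were DMSO negative control for no effect and GSK-3 inhibitor IX positive control for full effect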
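Test system: human HeLa cells, endogenous beta-catenin. Times: 24 h compound exposure, 37°C. Measured by: beta-catenin immunofluorescence imaging with DAPI.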
Ins promoter up – MIN6 insulin promoter up-regulation; 190,000 tested, 0.3% active; z-score at 5 µM; MIN6 insulin promoter-GFP reporter, high-content imaging; hits give high values;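 active = z-score above 3 at 5 µM with at least 500 cells counted in the well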
WT yeast gro inh mutant strain – second read-out of WT yeast gro inh, no call of its own (marks repeat the call); inhibition, %; mitochondrial fusion phenotypic screen, mutant strain inhibition
Dynein cargo inh cytoplasmic EGFP – second read-out of Dynein cargo inh, no call of its own (marks repeat the call); z-score; measured here: cytoplasmic GR-EGFP intensity; hits give high values
Dynein cargo inh nuclear GR-EGFP – further read-out of Dynein cargo inh, marked with its call; z-score; measured here: nuclear GR-EGFP intensity;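 lower value marks the stronger effect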
Dynein cargo inh cell count – second read-out of Dynein cargo inh, no call of its own (marks repeat the call); z-score; measured here: cell count per field
Ins promoter up cell count – also measured in Ins promoter up; calls as there; cell count; measured here: cytotoxicity, nuclei count;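 total cells summed across four imaged fields per well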
b-catenin transl cell count 5 µM – also measured in b-catenin transl; calls as there; cell count; measured here: cell count, cytotoxicity flag
MT stabilize HCS Hoechst-high % – recorded beside MT stabilize HCS, whose call it bears; % Hoechst-high responders; measured here: nuclear condensation Hoechst responders;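 share of cells brighter than vehicle mean plus two SD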
MT stabilize HCS cytotoxicity % – second read-out of MT stabilize HCS, no call of its own (marks repeat the call); toxicity, %; measured here: cytotoxicity by cell density;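 0% = mean cell density of plate MIN control wells and 100% = no cells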
Autophagy mod cell loss 18 h – also measured in Autophagy mod; calls as there; toxicity, %; measured here: cell loss, nuclei count;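 cell loss after 18 h compound exposure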
* marks the source's active call; other numbers are inactive results; i = inactive; . = no result given.

SMILES | WT yeast gro inh | WT yeast gro inh mutant strain | MT stabilize HCS | MT stabilize HCS Hoechst-high % | MT stabilize HCS cytotoxicity % | AID2073 | Autophagy mod | Autophagy mod cell loss 18 h | Yfh1-depleted yeast | HIV fusion peptide | Dynein cargo inh | Dynein cargo inh cytoplasmic EGFP | Dynein cargo inh nuclear GR-EGFP | Dynein cargo inh cell count | b-catenin transl | b-catenin transl cell count 5 µM | Ins promoter up | Ins promoter up cell count
CCOc1ccc(NS(=O)(=O)c2ccc(NC(=S)NC(C)=O)cc2)cc1 | 4.6 | 8.4 | 2.5 | 1.7 | 7.4 | 1.3% | i | 1.6 | i | -0.9% | -0.38 | -0.193 | -0.237 | 0.425 | -0.7 | 1079 | . | .
COc1ccc(NC(=O)Nc2ccc(C(=O)N3CCOCC3)cc2)cc1 | 2.4 | 7.9 | 2.8 | 1.4 | 10.7 | 5.1% | i | -1.7 | i | 3.0% | -0.647 | 0.281 | 0.0283 | 0.918 | -0.2 | 1113 | 0.25 | 1126
CCN(CC)CCCNc1nc(-n2nc(C)cc2C)nc2sc3c(c12)CC(C)(C)OC3 | . | . | . | . | . | -1.3% | . | . | i | 1.8% | -0.411 | -0.247 | -0.303 | 0.21 | -1.3 | 1331 | -0.24 | 1007
COC(=O)c1cc(=O)n(Cc2ccc(OC)cc2)c(=NCc2ccc(OC)cc2)s1 | 2.3 | 3.2 | 4.7 | 2.4 | 5.0 | 17.7% | i | -1.0 | i | 3.0% | -2.82 | 1.01 | -1.39 | 0.268 | -1.6 | 1103 | -0.34 | 1122
CSc1nc2sc3c(c2c(=O)n1C1CCCCC1)CCN(C)C3 | -16.9 | -9.7 | 3.2 | 1.6 | 4.7 | 5.3% | i | -2.7 | i | 2.4% | -0.321 | -0.199 | 0.147 | -0.164 | -1.0 | 1176 | 1.3 | 1911
Cc1cc(SCC#N)nc2ccccc12 | -3.8 | 0.5 | 12.9 | 7.8 | 17.2 | 1.8% | i | 10.2 | i | 0.3% | -0.0562 | -0.332 | 0.428 | 0.515 | 0.6 | 746 | 1.11 | 1589
CCn1c(C(C#N)/C(=N\S(=O)(=O)c2cccs2)c2ccccc2)nc2ccccc21 (stereo not drawn) | -1.1 | 1.0 | 2.3 | 1.8 | 9.7 | 10.0% | i | -3.4 | i | 9.2% | 0.134 | -0.105 | 0.425 | -0.639 | 3.9 | 1153 | 1.09 | 1217
CNC(=O)CCc1ccc(OC)cc1 | . | . | . | . | . | 8.7% | . | . | i | 0.8% | -0.384 | -0.236 | -0.233 | 0.443 | -1.0 | 1307 | -0.26 | 1195
CCNC(=S)NN(c1ccccc1)c1ccccc1 | 5.6 | -15.5 | 1.8 | 1.3 | 5.7 | -7.7% | i | -4.0 | i | -1.4% | 0.754 | 0.616 | 1.22 | -1.19 | -0.9 | 1068 | 1.63 | 1011
Cc1ccc(C(=O)NNC(=O)CCN2C(=O)C3CCCCC3C2=O)cc1 (stereo not drawn) | -19.1 | -2.4 | 3.2 | 3.5 | 8.7 | -4.2% | i | 15.8 | i | 0.2% | -0.588 | -0.264 | -0.573 | 0.406 | -1.2 | 1111 | -0.45 | 1400
O=C(NCc1cccnc1)C1c2ccccc2C(=O)N1C1CCCCCC1 (stereo not drawn) | 5.2 | 4.5 | 4.8 | 1.5 | 0.9 | 3.0% | i | 12.8 | . | 2.6% | -0.821 | -0.154 | -0.0604 | -0.148 | -2.4 | 1019 | -0.45 | 1388
N=c1scc(-c2ccccc2)n1/N=C/c1ccco1 | 7.8 | 6.8 | 4.3 | 2.3 | 6.1 | 14.9% | i | 7.9 | i | 9.8% | -0.985 | -0.192 | -0.587 | 0.805 | -0.1 | 1117 | 0.16 | 1451
C/C(=N\NC(=S)NCc1ccccc1)c1ccc(Cl)s1 | 56.9 | 67.9 | 5.6 | 3.9 | 8.3 | -3.3% | i | -1.4 | i | 1.1% | 0.408 | -0.341 | 0.484 | -0.583 | -0.5 | 1140 | -0.85 | 1252
CCOC(=O)C1=C(C)OC(N)=C(C#N)C1c1ccc(OC)c(CSc2ccccn2)c1 (stereo not drawn) | -18.2 | -4.9 | 3.3 | 2.2 | 8.6 | -1.6% | i | 7.0 | i | 1.7% | -0.854 | 0.37 | -0.41 | -0.867 | -0.8 | 1076 | -0.23 | 1392
O=C1N/C(=C\c2ccccc2)c2ccccc21 | -12.5 | -3.1 | 20.3* | 22.9* | 30.5* | -2.3% | i | 27.6 | i | -0.4% | 2.48 | -0.315 | 1.06 | -0.983 | 1.1 | 1046 | -0.04 | 1080
CCc1nccn1S(=O)(=O)c1ccc(Br)cc1Br | -24.5 | -0.5 | 5.6 | 1.8 | 9.6 | 15.6% | i | 8.8 | i | 11.1% | -0.328 | -0.179 | 0.0692 | -0.199 | -0.9 | 948 | . | .
CCOc1ccccc1Nc1nc2ccccc2[nH]1 | 14.2 | 5.6 | 2.4 | 1.6 | 5.6 | -3.2% | i | 27.3 | i | 1.9% | -0.575 | -0.237 | -0.257 | 1.05 | . | . | -1.32 | 1229
CN(C)S(=O)(=O)c1cc(C(=O)NCC2CCCO2)c(Cl)cc1Cl (stereo not drawn) | 15.4 | 25.0 | 2.6 | 2.4 | 8.2 | 16.3% | i | 1.6 | i | -1.4% | 0.202 | -0.201 | 0.206 | 0.0253 | -0.4 | 1104 | -4.71 | 620
COc1ccc(CNC(=O)C2CCC(CNc3nc(=S)[nH]c4ccccc34)CC2)cc1 (stereo not drawn) | -0.3 | -8.5 | 4.0 | 1.7 | 0.1 | 0.7% | i | 3.2 | i | 0.2% | 1.56 | -0.197 | 0.792 | -1.45 | 3.5 | 1056 | -0.21 | 1109
Cn1nc(C(F)(F)F)c(C(=O)Nc2ccc(F)cc2)c1Cl | 2.8 | -6.1 | 3.0 | 2.1 | 5.4 | 20.5% | i | 1.3 | i | 1.9% | 0.983 | -0.28 | 0.494 | -0.94 | -0.4 | 1086 | -0.74 | 1328
Cc1ccc(NC(=O)CN2C(=O)NC(Cc3ccccc3)C2=O)cc1 (stereo not drawn) | . | . | 3.9 | 2.7 | 3.3 | 5.0% | i | -27.3 | i | -1.5% | 0.454 | -0.096 | 0.267 | -0.607 | -3.6 | 1223 | 0.15 | 1165
Cc1ccc(C(=O)Nc2nnc(SCC(=O)N3CCCc4ccccc43)s2)cc1 | 41.5 | 27.1 | 3.9 | 2.8 | 10.3 | 12.8% | i | 5.8 | i | 3.0% | 0.038 | -0.218 | -0.119 | 0.0174 | 2.8 | 1006 | -0.24 | 1305
Cc1cccc(C)c1NC(=S)NC(=O)c1ccccc1F | 7.7 | -2.6 | 2.5 | 3.2 | 12.2 | 2.0% | i | -6.5 | i | 0.0% | 1.18 | -0.234 | 0.757 | -1.11 | -0.7 | 509 | 0.14 | 1164
COCC(=O)Nc1cc(OC)cc(OC)c1 | -12.1 | 1.0 | 2.1 | 1.0 | 11.1 | -0.4% | i | -3.2 | i | -2.2% | -0.0267 | 0.0757 | 0.332 | -0.0908 | -1.6 | 1270 | . | .
NNC(=O)C1CCCn2c1nc1sc3c(c1c2=O)CCCC3 (stereo not drawn) | 3.1 | 7.9 | 3.3 | 2.1 | 3.4 | -1.6% | i | 1.2 | i | -0.8% | 0.193 | -0.283 | 0.076 | -0.185 | . | . | . | .
O=C(C1CCN(c2ccc(N3CCOCC3)nn2)CC1)N1CCc2ccccc2C1 | 16.3 | 2.9 | 1.9 | 1.5 | 2.8 | 9.0% | i | 8.3 | i | -1.7% | 0.0375 | -0.351 | -0.11 | 0.423 | -2.3 | 853 | -0.47 | 1188
COc1ccc(CNC(=O)C2CC(=O)N(c3ccc(OCC(=O)N4C(C)CCCC4C)cc3)C2)cc1 (stereo not drawn) | 64.5* | -5.7* | 3.5 | 1.8 | 5.6 | 0.2% | i | 2.2 | i | 0.4% | -0.102 | -0.232 | -0.33 | 1.15 | -0.9 | 1102 | -0.08 | 1263
CCCn1c(C)cc(-c2csc(N)n2)c1C | 17.4 | 12.7 | 2.8 | 1.4 | 1.9 | 12.8% | i | -39.8 | i | 54.4% | 1.12 | 0.285 | 0.502 | 0.111 | -2.1 | 1195 | 0.1 | 727
COc1cccc(OC)c1OCC(O)CN1CCN(c2ccccc2)CC1 (stereo not drawn) | -21.4 | -9.9 | 3.0 | 1.7 | 8.4 | -6.2% | i | 15.8 | i | -1.5% | 0.816 | -0.2 | 0.577 | -0.374 | 0.8 | 1470 | -0.3 | 1320

Record cards, as listed above.
Entry for COc1cccc(OC)c1OCC(O)CN1CCN(c2ccccc2)CC1 (stereo not drawn) → WT yeast gro inh: -21.4; WT yeast gro inh mutant strain: -9.9; MT stabilize HCS: 3.0; MT stabilize HCS Hoechst-high %: 1.7; MT stabilize HCS cytotoxicity %: 8.4; AID2073: -6.2%; Autophagy mod: i; Autophagy mod cell loss 18 h: 15.8; Yfh1-depleted yeast: i; HIV fusion peptide: -1.5%; Dynein cargo inh: 0.816; Dynein cargo inh cytoplasmic EGFP: -0.2; Dynein cargo inh nuclear GR-EGFP: 0.577; Dynein cargo inh cell count: -0.374; b-catenin transl: 0.8; b-catenin transl cell count 5 µM: 1470; Ins promoter up: -0.3; Ins promoter up cell count: 1320
Entry for CCn1c(C(C#N)/C(=N\S(=O)(=O)c2cccs2)c2ccccc2)nc2ccccc21 (stereo not drawn) → WT yeast gro inh: -1.1; WT yeast gro inh mutant strain: 1.0; MT stabilize HCS: 2.3; MT stabilize HCS Hoechst-high %: 1.8; MT stabilize HCS cytotoxicity %: 9.7; AID2073: 10.0%; Autophagy mod: i; Autophagy mod cell loss 18 h: -3.4; Yfh1-depleted yeast: i; HIV fusion peptide: 9.2%; Dynein cargo inh: 0.134; Dynein cargo inh cytoplasmic EGFP: -0.105; Dynein cargo inh nuclear GR-EGFP: 0.425; Dynein cargo inh cell count: -0.639; b-catenin transl: 3.9; b-catenin transl cell count 5 µM: 1153; Ins promoter up: 1.09; Ins promoter up cell count: 1217
